aSyn rescue: inhibitors of alpha-synuclein toxicity in yeast. Yeast expressing alpha-synuclein, growth rescue, BacTiter-Glo, 24 h. AID 652106. Potency, µM (top dose mostly 46.1 µM), for the others: at the highest dose growth rescue (activation), actives largely listed as activators. actives 0.14% (n = 370,000); also: % of control where 0% means no effect; nearly all actives have a fitted effect of over 65% in size
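Galactose-induced alpha-syn yeast (OD600=0.02, raffinose-pregrown) + pinned cpd, 24 hr, 30 deg C; growth by BacTiter-Glo luminescence. Growth restoration scores as activation.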
EPAC2 ag: EPAC2 (human) agonism; Q8WZA2; EPAC2 activation, biochemical qHTS; response scale: 100% = 6.5 mM cAMP response; Potency, µM (top dose mostly 154 µM), without a hit: top-dose activation, usual class: activators; actives 0.079% (n = 360,000); also: nearly all actives have a fitted effect of over 50% in size
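qHTS, titration series. 100 nM EPAC2 / 250 nM Rap1B-BODIPY-GDP / 50 uM GDP; RT; ex 480/em 540 nm, 5-min reads to 30 min. Norm. to 6.5 mM cAMP = activation.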
TDP43 rescue: rescues yeast growth from TDP-43 toxicity. TDP-43 expressing yeast growth rescue, BacTiter-Glo, 24 h. AID 652104. Potency, µM (highest dose often 46.1 µM), inactives show at the top dose growth rescue (activation), most hits filed as activators. actives 1.8% (n = 410,000); also: % of control where 0% means no effect; nearly all actives have a fitted effect of over 50% in size
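Luminescence from BacTiter-Glo reports growth of TDP-43-expressing yeast after 24 hr at 30 deg C with compound. Cells were raffinose-pregrown to mid-log, then seeded in galactose medium at OD600=0.02.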
EPAC1 antag: antagonists of human EPAC1. actives 0.14% (n = 360,000). EPAC1 GEF assay, Rap1b-BODIPY-GDP exchange fluorescence. Potency, µM (top dose mostly 115 µM), without a hit: at the top dose activity change, negative = inhibition, most hits filed as inhibitors. O95398. AID 720709;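 also: plate controls were vehicle for no effect and positive control for full effect; nearly all actives have a fitted effect of over 50% in size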
Target sequence (O95398 whole entry, looked up): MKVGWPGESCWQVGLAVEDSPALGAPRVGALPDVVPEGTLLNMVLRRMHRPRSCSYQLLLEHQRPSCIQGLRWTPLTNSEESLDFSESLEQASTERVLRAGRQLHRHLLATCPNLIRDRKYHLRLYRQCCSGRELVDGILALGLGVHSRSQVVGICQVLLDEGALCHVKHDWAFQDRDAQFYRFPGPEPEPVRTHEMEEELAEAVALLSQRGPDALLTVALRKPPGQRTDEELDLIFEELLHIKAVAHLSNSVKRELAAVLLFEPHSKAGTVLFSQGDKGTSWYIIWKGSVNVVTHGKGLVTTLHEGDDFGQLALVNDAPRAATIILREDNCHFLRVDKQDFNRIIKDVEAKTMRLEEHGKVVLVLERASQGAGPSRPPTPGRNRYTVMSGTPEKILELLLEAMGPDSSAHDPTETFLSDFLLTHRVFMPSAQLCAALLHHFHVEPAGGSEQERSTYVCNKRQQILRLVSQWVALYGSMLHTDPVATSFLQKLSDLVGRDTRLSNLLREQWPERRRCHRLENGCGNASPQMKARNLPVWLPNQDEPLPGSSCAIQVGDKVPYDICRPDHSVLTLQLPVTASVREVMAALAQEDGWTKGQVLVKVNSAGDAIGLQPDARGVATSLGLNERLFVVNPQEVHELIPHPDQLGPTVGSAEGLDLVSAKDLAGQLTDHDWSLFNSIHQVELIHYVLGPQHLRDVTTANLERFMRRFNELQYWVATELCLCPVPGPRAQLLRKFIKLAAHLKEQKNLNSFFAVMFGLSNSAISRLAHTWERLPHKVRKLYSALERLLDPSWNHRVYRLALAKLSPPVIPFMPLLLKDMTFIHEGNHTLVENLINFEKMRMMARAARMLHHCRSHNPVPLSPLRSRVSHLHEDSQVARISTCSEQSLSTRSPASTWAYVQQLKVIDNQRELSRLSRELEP
EPAC1 ag: activates human EPAC1 exchange factor. O95398. EPAC1 agonist qHTS, biochemical assay; response scale: 100% = response to 6.5 mM cAMP. Potency, µM (series often up to 154 µM), inactives show at the top dose activation, most hits filed as activators. actives 0.073% (n = 360,000). AID 720707; also: nearly all actives have a fitted effect of over 60% in size
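Normalized to 6.5 mM cAMP, activity reflects EPAC1-catalysed release of BODIPY-GDP from Rap1B, followed kinetically over 30 min at 480 nm excitation, 540 nm emission. Reaction contained 100 nM EPAC1, 250 nM Rap1B-BODIPY-GDP, 50 uM GDP.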
EPAC2 antagonist: antagonists of human EPAC2; AID 720708; Q8WZA2; EPAC2 GEF exchange of Rap1B-BODIPY-GDP, fluorescence; actives 0.18% (n = 360,000); Potency, µM (doses to about 114 µM), for inactives: at the highest dose activity, negative = inhibition, most hits filed as inhibitors; also: % is scaled to controls: 0 for no effect and ±100 for the full control effect; nearly all actives have a fitted effect of over 45% in size; many of its hits are not listed in these tables
PTHR1 agonist: PTHR1 (human) receptor agonism; Q03431; HEK293 GP2 PTHR1 cells, GloSensor cAMP luminescence, 1 h; Potency, µM (highest dose often 115 µM), without a hit: top-dose activation, usual class: activators; actives 0.075% (n = 410,000); also: nearly all actives have a fitted effect of over 55% in size; some results filed as inactive show a strong effect at the top dose; inactives centre near -15; many of its hits are not listed in these tables
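HEK-293-derived GP2 cells expressing PTHR1 and a GloSensor cAMP reporter, 3,000/well, plated overnight, given luciferin plus IBMX (each 0.5 mM as added) for 1 h at 37 °C, then compound for 1 h at 37 °C. Luminescence was read after 15 min at room temperature.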
FUS suppressor: rescues growth of FUS-expressing yeast; S. cerevisiae FUS-expressing, growth rescue, OD600, 24 h; Potency, µM (highest dose often 76.6 µM), without a hit: top-dose growth rescue (activation), actives largely listed as activators; actives 0.24% (n = 390,000); AID 1347120;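 also: plate controls were DMSO vehicle for no effect and reference control for full effect; nearly all actives have a fitted effect of over 55% in size; some results filed as inactive show a strong effect at the top dose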
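FUS-expressing yeast, raffinose-pregrown, induced in 2% galactose minimal medium at OD 0.005; compounds in a dilution series, 24hr at 30C. Growth restoration read as absorbance at 600 nm. CP55940 positive control, DMSO negative.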
* marks the source's active call; other numbers are inactive results; i = inactive; ? = inconclusive; nt = no result given; [ ] = another dose, or the depositor's remark. Calls follow the shape of the dose curve; as a rule, active = well fitted curve in the direction sought with a large enough effect; inconclusive = small, poorly fitted or top-dose-only effect, or another doubt; inactive = no such curve, though single readings can be large; an effect the other way counts as inactive or inconclusive. Potency is read from the fitted curve at half-maximal effect.

no. | SMILES | TDP43 rescue | EPAC1 antag | EPAC2 antagonist | EPAC1 ag
1 | N#Cc1c(NC(=O)CSc2nnc(-c3ccncc3)n2CC2CCCO2)sc2c1CCCC2 (centres undefined) | 0% | -1% | -1% | 3%
2 | Cc1ccc(NC(=O)c2cccnc2C(=O)Nc2ccc(C)cc2)cc1 | 2% | ? | 12% | -2%
3 | S=C(NCC1CCCO1)N1CCN(c2ccc(Cl)c(Cl)c2)CC1 (centres undefined) | 22µM* | -10% | -11% | 0%
4 | CC(=C/C(=O)O)/C=C/c1cccs1 | -31%[inhibitor] | 7% | 0% | 0%
5 | COC(=O)C1=C(CS(=O)(=O)c2ccc(C)cc2)NC(=O)NC1c1ccc(OC)c(OC)c1 (centres undefined) | 13% | 17% | 3% | 12%
6 | O=C(CSc1cccc[n+]1[O-])NC(=O)c1ccc(OC(F)F)cc1 | 21% | 4% | 0% | 12%
7 | Cc1cc(Br)ccc1NC(=O)CSc1nnc(CN2CCOCC2)n1C | -23% | -22% | 0% | -7%
8 | COc1ccc(N(C)S(=O)(=O)c2c(C)[nH]c(=O)[nH]c2=O)cc1 | -10% | 0% | -8% | 1%
9 | Cc1ccn2c(NC(=O)c3ccccc3)c(-c3ccccc3)nc2c1 | 8% | -2% | 7% | -2%
10 | Cc1nc2ccc(S(=O)(=O)NCC(=O)NCc3ccc4c(c3)OCO4)cc2s1 | -11% | -3% | -3% | -1%
11 | CC1=CCC2C(=O)N(c3cc(C)on3)C(=O)C2C1 (centres undefined) | -10% | -6% | 6%[57.1 µM] | 0%
12 | CCn1nc(C)c(CN2CCC(n3nccc3NC(=O)Cc3ccccc3)CC2)c1C | -18% | -3% | -3% | -1%
13 | O=C(NCc1cccnc1)c1cc(-c2ccc(Cl)cc2)oc1C(F)(F)F | 0% | -13% | -20% | -5%
14 | COc1ccc(S(=O)(=O)N2CCN(C)CC2)cc1C(=O)N1CCCCC1 | 17% | -6% | 7% | 3%
15 | O/N=C(/c1ccccc1)c1cc2cc(Br)cc(Br)c2o1 | -9% | ? | 1% | 1%

no. | EPAC2 ag | aSyn rescue | FUS suppressor | PTHR1 agonist
1 | -3% | -1% | ? | i
2 | -4% | -5% | 14% | 2%
3 | -5% | ? | 24% | -56%[inhibitor]
4 | -3% | 0% | 7% | 0%[57.5 µM]
5 | 6% | 0% | 9% | i
6 | 2% | -7% | -9% | -6%
7 | 6% | -2% | 7% | i
8 | 6% | 0% | 4% | i
9 | -4% | -1% | 11% | i
10 | 4% | -2% | -3% | -16%[57.5 µM]
11 | -1% | 1% | -14% | -4%[57.5 µM]
12 | 2% | -3% | nt | i
13 | 5% | -12% | -2% | -33%[inhibitor]
14 | 3% | -4% | nt | -6%
15 | 9% | 0% | 37% | -27%

Additional results:
no. | SMILES | TDP43 rescue | EPAC1 antag | EPAC2 antagonist | EPAC1 ag
16 | CCn1c(C)c(C(C)=O)c(N2CCCCC2)nc1=S | 14% | 17% | 0% | 14%
17 | O=C(NCCc1c[nH]c2ccccc12)C1CCN(S(=O)(=O)c2ccccc2F)CC1 | 2% | -5% | 0% | -10%
18 | CN(C)CCCN(C(=O)CCOc1ccccc1)c1nc2ccc(F)cc2s1 | -2% | -2% | -5% | 3%
19 | c1ccc2c(C3=NNC(=NC4CC4)SC3)c[nH]c2c1 | 8% | -16% | 7% | -16%
20 | Cc1cccc(NC(=O)c2ccccn2)c1C | 3% | 0% | 11% | 7%
21 | COc1ccc(Cl)cc1C(=O)NCCCSc1ccccc1 | 12% | 1% | -12% | 4%
22 | CCOc1ccc(CCN2C(=O)C(=O)N([C@@H](CC(C)C)CN3CCC[C@H]3CN3C(=O)C(=O)NC[C@@H]3CC(C)C)C[C@@H]2Cc2ccccc2)cc1 | 11% | 9% | -1% | -1%
23 | COc1cc(OC)c2c(OC)cccc2n1 | 6% | -6% | -5% | -6%
24 | CC(=O)Nc1ccc(S(=O)(=O)NCC2CCC(C(=O)NCCC(C)C)CC2)cc1 (centres undefined) | -6% | 19% | 8% | -9%
25 | Cc1ccc(CN2C(=O)CCSc3ccc(Cl)cc32)cc1 | -16% | -13% | -2% | 11%
26 | CSc1nncc(-c2ccc(F)c(F)c2)n1 | 13% | -15% | 7% | 8%
27 | Oc1nc(Nc2cccc(Cl)c2)sc1/C=C1\C=Nc2ccccc21 | 13% | -21% | -8% | 26%
28 | CN([C@@H](C(=O)OC(C)(C)C)c1ccccc1)S(=O)(=O)c1cccc(S(=O)(=O)N(C)[C@@H](C(=O)OC(C)(C)C)c2ccccc2)c1 | 15% | -9% | 7% | 4%
29 | CCOP(=O)(c1ccc(N(C)C)cc1)C(O)c1ccccc1OC (centres undefined) | 5% | 11% | 6% | -3%
30 | CCn1cc(C2Nc3ccccc3C(=O)N2O)c(C)n1 (centres undefined) | -17% | -17% | 4% | 1%

no. | EPAC2 ag | aSyn rescue | FUS suppressor | PTHR1 agonist
16 | -1% | 0% | -11% | -4%
17 | -7% | 12% | 9% | i
18 | 7% | 0% | -20% | i
19 | -11% | -1% | 12% | -21%
20 | 2% | 1% | 22% | i
21 | 13% | 8% | 22% | -9%
22 | -4% | 3% | 14% | -54%[inhibitor]
23 | -3% | -3% | nt | -8%
24 | -6% | 2% | 14% | 3%[57.5 µM]
25 | 22% | 16% | ? | ?
26 | -9% | 14% | -22% | -6%
27 | 16% | -6% | nt | -85%[inhibitor]
28 | 4% | 2% | -11% | -32%[inhibitor]
29 | -2% | 0% | 17% | i
30 | 11% | 0% | 7% | i

More compounds
no. | SMILES | TDP43 rescue | EPAC1 antag | EPAC2 antagonist | EPAC1 ag
31 | O=C(CSc1nnnn1-c1ccccc1)c1cc2ccccc2oc1=O | -14% | 9% | -8% | 16%
32 | Cc1[nH]c(SCC(=O)Nc2cc(S(C)(=O)=O)ccc2Cl)nc1Cc1ccccc1 | ? | 13% | -6% | 5%
33 | Clc1ccccc1CNCc1ccc2c(c1)OCO2 | 8% | -4% | -4% | 9%
34 | Cc1ccc(S(=O)(=O)N/N=C/c2cccs2)cc1 | 22% | -1% | 3% | -5%
35 | N#Cc1c(Nc2ccccc2)s[nH]c1=O | 19% | 0% | -1% | -1%
36 | CCOC(=O)CSc1nnc(CNC(=O)c2ccc(S(=O)(=O)N3CCOCC3)cc2)n1C | -18% | ? | 8% | -9%
37 | O=C(COc1ccc(Cl)cc1Cl)N1CCNC1=O | 14% | -27% | -5% | -2%
38 | C/C(=N\NC(=O)c1nnn(-c2nonc2N)c1-c1ccc2c(c1)OCO2)c1ccc(C)cc1 | -4% | 17% | -8% | 28%
39 | CCN(CC(=O)Nc1c(F)cccc1F)C(=O)c1ccc(S(=O)(=O)N(CC)c2ccccc2)cc1 | 13% | -2% | -16% | -11%
40 | Cc1ccccc1N(CC(=O)NCC1CCCO1)C(=O)C1(C)CC(=O)N=C2C=CC=CN21 (centres undefined) | -16% | 27% | 11% | -4%
41 | COCCCNC(=O)/C=C/c1ccc(OCc2c(F)cccc2Cl)cc1 | 18% | -5% | -8% | -8%
42 | COc1ccc(Nc2cc(Nc3ccc(OC)cc3)ncn2)cc1 | -8% | 11% | 6% | 1%
43 | CCN(CC)c1ccc(C(=O)OCC(=O)N2CCN(c3ccccc3)CC2)cc1 | 16% | -1% | 11% | -5%
44 | OCCC1CN(Cc2ccon2)CCN1Cc1ccccc1 (centres undefined) | 0% | 7% | 7% | -5%
45 | COC(=O)C1C2C=CC3(CN(C(C)C)C(=O)C13)O2 (centres undefined) | 21% | -6% | 9% | -1%

no. | EPAC2 ag | aSyn rescue | FUS suppressor | PTHR1 agonist
31 | -8% | 11% | -16% | i
32 | 5% | 3%[1.84 µM] | 20% | -23%
33 | 10% | -6% | -13% | i
34 | 10% | 8% | -13% | 0%
35 | 9% | 1% | 3% | -45%[inhibitor]
36 | 12% | -2% | 18% | 21%
37 | 13% | -8% | -10% | -23%
38 | -4% | 8% | 12% | -16%
39 | 3% | ? | 14% | -13%
40 | -4% | -12% | 17% | -3%[57.5 µM]
41 | 2% | 1% | 0% | -40%[inhibitor]
42 | -3% | 0% | -13% | i
43 | -7% | 2% | 3% | -3%[57.5 µM]
44 | 1% | -1% | 6% | i
45 | 9% | 4% | -15% | 8%

Record cards (already shown). Order of values: TDP43 rescue, EPAC1 antag, EPAC2 antagonist, EPAC1 ag, EPAC2 ag, aSyn rescue, FUS suppressor, PTHR1 agonist
CCN(CC(=O)Nc1c(F)cccc1F)C(=O)c1ccc(S(=O)(=O)N(CC)c2ccccc2)cc1 is entered as 13%, -2%, -16%, -11%, 3%, ?, 14%, -13%
O=C(CSc1nnnn1-c1ccccc1)c1cc2ccccc2oc1=O is entered as -14%, 9%, -8%, 16%, -8%, 11%, -16%, i
OCCC1CN(Cc2ccon2)CCN1Cc1ccccc1 (centres undefined) is entered as 0%, 7%, 7%, -5%, 1%, -1%, 6%, i
Cc1ccccc1N(CC(=O)NCC1CCCO1)C(=O)C1(C)CC(=O)N=C2C=CC=CN21 (centres undefined) is entered as -16%, 27%, 11%, -4%, -4%, -12%, 17%, -3%[57.5 µM]

(next part)
no. | SMILES | TDP43 rescue | EPAC1 antag | EPAC2 antagonist | EPAC1 ag
46 | C(CNC1C2CC3CC(C2)CC1C3)CN1CCOCC1 (centres undefined) | 3% | -4% | 0% | 5%
47 | O=C(COc1ncnc2sccc12)NC1CCS(=O)(=O)C1 (centres undefined) | 8% | -10% | 8% | 1%
48 | Cc1ccc(Cl)cc1NC(=O)c1sc2nc(C)c(C)c(C)c2c1N | ? | nt | nt | nt
49 | O=C(CNC(=O)c1ccco1)N/N=C/c1ccc(C(=O)O)cc1 | 19% | -1% | 3% | 2%
50 | C/C(CCc1ccccc1)=N/NC(=O)C(=O)NCc1ccccc1 | 20% | 4% | 20% | 4%
51 | Cc1csc2nc(COC(=O)c3cccc(N(C)C)c3)cc(=O)n12 | 1% | -5% | -1% | 20%
52 | COc1cccc(C(C#N)N2N=C(C)CC2(C)C)c1O (centres undefined) | -18% | 14% | -1% | 4%
53 | O=C(Nc1ccccc1F)c1coc(=O)c(Br)c1 | 5% | -9% | 2% | 7%

no. | EPAC2 ag | aSyn rescue | FUS suppressor | PTHR1 agonist
46 | 5% | -2% | -6% | i
47 | 3% | 1% | 4% | i
48 | nt | 4% | -5% | -40%[inhibitor]
49 | 5% | 1% | -3% | i
50 | 4% | 1% | -25% | i
51 | 12% | -8% | nt | -27%
52 | 4% | 4% | -8% | i
53 | 2% | -6% | 41% | -33%[inhibitor]

Individual results from the list.
cpd 48 – PTHR1 agonist = -40%[inhibitor]
cpd 49 – EPAC1 antag = -1%
cpd 46 – EPAC1 antag = -4%
cpd 51 – PTHR1 agonist = -27%
cpd 53 – EPAC2 ag = 2%

Source: PubChem BioAssay

A portion of the library; count on the stated rates, not on these rows.
